Screens (PubChem BioAssay)
GPR151 activ = activators of human GPR151 | PathHunter beta-arrestin GPR151 cells, luminescence | actives 1% (n = 650,000) | Q8TDV0 | activation, % at 11.2 µM; in the data active = activation above about 4.9%;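 also: 0% = median of compound wells and 100% = cells with positive control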
Target sequence (Q8TDV0 whole entry, looked up): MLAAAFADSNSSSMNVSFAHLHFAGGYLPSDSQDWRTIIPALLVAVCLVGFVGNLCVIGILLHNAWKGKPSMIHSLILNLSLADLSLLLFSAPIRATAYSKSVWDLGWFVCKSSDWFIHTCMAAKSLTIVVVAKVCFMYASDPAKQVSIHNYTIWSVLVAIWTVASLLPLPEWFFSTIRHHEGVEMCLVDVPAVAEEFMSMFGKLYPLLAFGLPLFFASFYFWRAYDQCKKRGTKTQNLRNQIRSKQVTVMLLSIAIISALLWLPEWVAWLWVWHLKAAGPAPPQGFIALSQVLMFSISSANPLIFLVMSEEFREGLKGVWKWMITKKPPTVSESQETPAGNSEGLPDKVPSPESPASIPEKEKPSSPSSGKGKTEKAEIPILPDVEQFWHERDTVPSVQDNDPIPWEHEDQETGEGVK
MITF primary = human MITF inhibition, primary screen | actives 0.91% (n = 650,000) | AlphaScreen MITF homodimerization, bead proximity signal | O75030 | inhibition, % at 2.6 µM; in the data active = inhibition above about 50%;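 also: 0% = vehicle wells with protein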
Target sequence (O75030 whole entry, looked up): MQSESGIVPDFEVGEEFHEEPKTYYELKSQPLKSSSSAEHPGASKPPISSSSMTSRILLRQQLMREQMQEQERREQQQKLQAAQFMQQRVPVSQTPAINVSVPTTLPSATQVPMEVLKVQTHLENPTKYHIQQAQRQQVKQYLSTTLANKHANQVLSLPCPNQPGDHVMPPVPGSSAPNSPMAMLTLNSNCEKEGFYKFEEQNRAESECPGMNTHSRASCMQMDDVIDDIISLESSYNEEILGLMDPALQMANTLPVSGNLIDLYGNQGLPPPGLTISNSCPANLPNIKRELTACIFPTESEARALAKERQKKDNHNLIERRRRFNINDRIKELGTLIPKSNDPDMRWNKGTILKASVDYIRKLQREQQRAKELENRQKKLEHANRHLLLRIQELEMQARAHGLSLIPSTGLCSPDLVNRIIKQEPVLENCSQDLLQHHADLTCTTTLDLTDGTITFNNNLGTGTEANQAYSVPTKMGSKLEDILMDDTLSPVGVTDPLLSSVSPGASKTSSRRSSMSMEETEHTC
FBW7 activator = human FBW7 E3 ligase activation, primary screen. Q969H0. AlphaScreen FBW7–phospho-cyclin E peptide binding, activator screen. normalized activity (activation), % at 26.1 µM. actives 0.13% (n = 650,000). AID 1259310; in the data active = normalized activity above about 1.9%;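 also: purified mutant Fbw7 with reduced substrate affinity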
TEAD-YAP inh = TEAD-YAP interaction inhibition; HEK-TIYL cells, TEAD-Gal4/YAP UAS-luciferase luminescence; inhibition, % at 9.12 µM; actives 1.4% (n = 640,000); in the data active = inhibition above about 32%;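 also: 0% = median of test compound wells and 100% = reference inhibitor wells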
* = called active by the depositor. Hits appear at their usual frequency. About 3.4% of those tested had a hit in this group.

SMILES	GPR151 activ	MITF primary	FBW7 activator	TEAD-YAP inh
Cc1cnc(-c2cccc(N)c2)nc1Nc1ccccc1	0.3	-6	-0.1	2
Cc1cc(N/N=C/c2ccc(C(=O)O)cc2)c2ccccc2n1	-0.3	10	-0.3	-4
CCOC(=O)c1cccc(NC(=O)[C@H](CCS(C)(=O)=O)N2Cc3ccccc3C2=O)c1	-1.0	3	1.2	1
N#C/C(=C/c1cn(Cc2ccc([N+](=O)[O-])cc2)c2ccccc12)C(N)=S	-0.1	-1	-0.1	15
CCN(CCO)C(=O)CC1C(=O)NCCN1Cc1ccc(OC)c(OC)c1 (configuration not stated)	3.1	-6	0.1	1
Cc1ccc2nc3c(c(Nc4ccc5c(c4)OCCO5)c2c1)CCC3	-1.9	11	-0.1	0
Cc1nc(SCc2ccc(Cl)cc2)nc2ccccc12	2.8	-4	0.1	4
Cc1cc(N)nc(CNc2ccc(Cl)cc2)n1	-1.9	-1	0.0	-19
COc1ccc(OC)c(CN2CCN(Cc3ccc(Cl)cc3)CC2)c1	1.0	82*	-0.2	2
COc1cccc(C2CC(=O)NC3=C2C(=O)CCC3)c1 (configuration not stated)	0.2	11	0.0	-4
O=C1CSC(c2ccccc2[N+](=O)[O-])N1c1ccccn1 (configuration not stated)	-0.7	0	0.0	-18
CC(C)C[C@@H]1NC(=O)[C@H]2CN(Cc3cccc(F)c3)CCN2C1=O	0.1	10	-0.2	-6
Cc1ncc(CO)c(/C=N/Nc2ccc(C(F)(F)F)cn2)c1O	3.7	58*	-1.2	30
FC(F)(F)c1ccc(Cn2cnc3c(Nc4ccc(N5CCOCC5)cc4)nc(Nc4ccc(-n5ccnc5)cc4)nc32)cc1	0.5	13	0.2	8
O=C(COC(=O)c1ccccc1N/C=C/C(=O)C(F)(F)F)c1ccc[nH]1	1.4	3	0.0	-22
CCNc1oc(Cc2cccc3ccccc23)nc1C#N	0.9	9	0.2	-17
COc1ccc(-c2cnn3c(N(C)Cc4ccccc4)ccnc23)cc1	0.4	-3	-0.1	-52
c1cnc(Nc2nccc(Nc3ccc4c(c3)OCO4)n2)cn1	0.0	11	-0.1	-29
COc1ccc(-c2ccc3c(c2)COC2(CCN(C(=O)CCC(=O)O)CC2)O3)cc1OC	0.6	-11	-0.7	-63
CCOC(=O)c1cccc(C(=O)Nc2ccccc2I)n1	1.5	-5	0.1	4
CC(C)(C)C(=O)CSc1nc2c(sc(=S)n2-c2ccccc2F)c(=O)n1-c1ccccc1	-0.5	16	0.0	3
c1ccc(Nc2nc(NC3CC3)c3ncn(C4CCCCC4)c3n2)nc1	0.8	4	-0.2	22
COc1ccc(C(=O)N2CC(C)CC(C)C2)cc1 (configuration not stated)	0.1	4	-0.2	-2
CCCS(=O)(=O)N1CCN(Cc2ccc(SC)cc2)CC1	2.3	44	-0.1	13
COc1ccc(-c2n[nH]c(=S)n2/N=C/c2ccc(O)cc2O)cc1	0.3	20	0.3	-9

A second format for some results above:
structure | GPR151 activ | MITF primary | FBW7 activator | TEAD-YAP inh
CCOC(=O)c1cccc(C(=O)Nc2ccccc2I)n1 | 1.5 | -5 | 0.1 | 4
CC(C)(C)C(=O)CSc1nc2c(sc(=S)n2-c2ccccc2F)c(=O)n1-c1ccccc1 | -0.5 | 16 | 0.0 | 3
c1ccc(Nc2nc(NC3CC3)c3ncn(C4CCCCC4)c3n2)nc1 | 0.8 | 4 | -0.2 | 22
COc1ccc(C(=O)N2CC(C)CC(C)C2)cc1 (configuration not stated) | 0.1 | 4 | -0.2 | -2
CCCS(=O)(=O)N1CCN(Cc2ccc(SC)cc2)CC1 | 2.3 | 44 | -0.1 | 13

(further entries)
SMILES	GPR151 activ	MITF primary	FBW7 activator	TEAD-YAP inh
Cc1sc2ncn(-n3c(C)ccc3C)c(=O)c2c1-c1ccccc1	4.6	20	0.0	4
Cc1ccc(N=C2NC(=O)CC(C(=O)Nc3ccccc3C(F)(F)F)S2)cc1 (configuration not stated)	-0.2	38	0.3	15
CCOc1ccc(S(=O)(=O)NCCn2ncc3c(N4CCCC4)ncnc32)cc1	-1.6	0	0.3	-7
O=C(NCCC1=CCCCC1)c1ccc(N2CCC3(CC2)OCCO3)c([N+](=O)[O-])c1	2.4	6	0.3	-11
Cc1cnc(-c2ccccc2)nc1N	1.8	13	0.0	-12
N#CC1=C(N)OC(c2ccccc2)=C(n2cncn2)C1c1ccc(Br)cc1 (configuration not stated)	-1.9	15	0.1	-1
CC[C@H](C)[C@@H]1NC(=O)[C@@H]2C[C@H](NC(=O)NC3CCCCC3)CN2C1=O	-0.8	5	-0.3	15
CCOC(=O)CSc1nc2cc(C(=O)N3CCN(C(=O)OCC)CC3)ccc2c(=O)n1Cc1ccccc1	-0.9	-2	-0.1	3
O=C(Nc1ccc(-c2cscn2)cc1)C1CCCN(C(=O)Cc2ccccc2F)C1 (configuration not stated)	-0.5	10	-0.1	0
COc1ccc(CCN2C(=O)CC(NC34CC5CC(CC(C5)C3)C4)C2=O)cc1OC (configuration not stated)	0.8	10	0.2	5
CCOC(=O)c1ccc(-c2ccc(/C=C3\C(=O)N(c4ccc(S(N)(=O)=O)cc4)N=C3C(F)(F)F)o2)cc1	-0.6	-4	0.2	-77
Nc1cc(OC(=O)c2ccco2)nn1S(=O)(=O)c1ccc(F)cc1	-0.8	9	0.2	-3
CCOC(=O)c1c(NC(=O)C(C)Sc2nnc(CNC(=O)c3ccccc3OC)n2-c2ccccc2OC)sc2c1CCC2 (configuration not stated)	-0.9	2	0.0	-1
COC(=O)c1ccccc1NC(=O)c1ccccc1C	1.9	8	0.1	3
COc1ccc(C2C3=C(CCCC3=O)Nc3c2c(=O)n(C)c(=O)n3C)cc1 (configuration not stated)	0.5	2	0.1	12
Oc1ccccc1CNc1ccc(F)cc1F	0.8	3	0.0	-9
COc1ccc(C2C(C#N)=C(N)Oc3n[nH]c(C(F)(F)F)c32)cc1 (configuration not stated)	-0.6	16	0.5	2
COc1cccc(C2NC(=O)NC(C)=C2C(=O)Nc2ccc(C)cc2C)c1 (configuration not stated)	1.3	1	-0.2	-1
COc1ccc(-c2ncc(C(=O)NCCN(C(C)C)C(C)C)s2)cc1	7.8*	14	0.1	4
O=C1CCC(CCC(=O)N2CCCC2c2nc3ccccc3s2)(Cc2cccs2)N1 (configuration not stated)	0.9	2	0.0	3
O=C(c1cccc(S(=O)(=O)N2CCCCC2)c1)N1CCCCC1	-0.2	6	0.0	-11
Cc1cccc(-n2c(O)c(C=Nc3ccccc3Cl)c(=O)[nH]c2=O)c1	-1.1	3	0.0	2
CCc1ccc(NC(=O)CSc2nc(C)c(C(=O)Nc3ccc(Cl)cc3)c(-c3ccc(OC)cc3)c2C#N)cc1	0.2	11	0.7	1
Cc1ccc(NC(=S)N(CCCN2CCCC(C)C2)Cc2ccco2)cc1 (configuration not stated)	0.3	-10	-0.2	0
CCNS(=O)(=O)c1cccc(C(=O)Nc2ccc(Br)cc2)c1	-0.3	-3	0.0	12
The listing continues:
SMILES	GPR151 activ	MITF primary	FBW7 activator	TEAD-YAP inh
CN1CCN(C(c2ccc(O)cc2)c2nnnn2C2CCCCC2)CC1 (configuration not stated)	-1.4	-2	0.1	-10
CC1=C(C(=O)Nc2ccc(Cl)cc2)C(c2ccncc2)C(C#N)=C(SCC(=O)Nc2ccc(Cl)c(Cl)c2)N1 (configuration not stated)	0.8	8	0.3	-2
CCc1ccc(NC(=O)C(C)N2C(=O)c3ccccc3C2=O)cc1 (configuration not stated)	2.6	-6	-0.1	-6
CCn1c(=O)c2sccc2n2c(CCCC(=O)NCc3ccc(OC)cc3)nnc12	-2.2	20	0.5	9
CCNC(=O)c1sc2cc(C)ccc2c1Cl	6.4*	9	-0.1	-28
CCCC(=O)N1c2ccccc2C(N(C(=O)c2ccccc2)c2ccc(F)cc2)CC1C (configuration not stated)	0.2	-13	0.0	-3
CCCCN(CCCC)c1ncnc2c1sc1nc(CCC)c3c(c12)CC(C)(C)OC3	-0.2	-14	-0.1	1
CC(C)(C)CNc1ccc(-c2ccccc2C=O)cn1	-0.6	4	0.3	-56
Cc1cc(C)c2c(=O)c3cccc(C)c3[nH]c2n1	-1.4	1	0.1	-1
COc1ccc(S(=O)(=O)Nc2cc(C(=O)NCc3ccccc3OC)ccc2N2CC3CC(C2)c2cccc(=O)n2C3)cc1 (configuration not stated)	1.3	-9	-0.3	-5
COc1ccc(C(=O)Nc2nnc(C(C)(C)C)s2)cc1[N+](=O)[O-]	7.3*	-6	0.0	-13
CCOC(=O)c1sc(NN=C(C(=O)OC)C(=O)OC)c(C(=O)OCC)c1C	1.3	11	0.2	2
CS(=O)(=O)NC1CC(=O)N(c2cccc(F)c2)C1 (configuration not stated)	2.8	10	0.0	4
Cc1cc(Cl)ccc1C(=O)C1CCCN(C(=O)c2cncs2)C1 (configuration not stated)	0.1	-6	-0.1	-2
CCOC(=O)c1ccc(NCn2c(=O)oc3ccccc32)cc1	0.8	6	-0.1	-20
CCOC(=O)c1ccc(NC(=O)C2CC(=O)NC(=Nc3ccccc3)S2)cc1 (configuration not stated)	0.9	-1	0.2	3
COc1ccc(CCc2ccc(OC)cc2)cc1	-0.5	1	-0.1	-10
Cc1c(=O)n(OCc2ccc(Oc3ccccc3)cc2)c2ccccc2[n+]1[O-]	-0.4	22	0.1	10
CCOC(=O)c1ccc(-n2c(=S)sc3c(=O)n(-c4ccccc4)c(SCC(=O)N(CC)CC)nc32)cc1	-1.0	11	-0.1	11
COc1ccc(C)cc1NC(=O)c1snc2c(=O)[nH]cnc12	0.3	-12	0.0	-1
CC(=O)NC(=O)c1cc2cc(Cl)cc(Cl)c2oc1=Nc1cccc(C(F)(F)F)c1	-0.3	3	-0.1	-5
O=C(Nc1cc(Oc2ccc(F)cc2)cc([N+](=O)[O-])c1)c1cc(-c2ccccc2)nc2ccccc12	-1.0	-7	0.0	1
CCOC(=O)c1c(NC(=O)c2ccccc2F)sc(C(=O)Nc2cc(C(F)(F)F)ccc2Cl)c1C	-0.5	15	0.1	3
COc1ccc(-c2nc(C)c(CCNS(=O)(=O)c3ccc(F)cc3)s2)cc1OC	4.7	3	0.5	-18
CC(=O)C1=C(O)C(=O)N(CC2CCCO2)C1c1ccc(C(C)C)cc1 (configuration not stated)	0.6	1	-0.4	5

Only FBW7 activator, TEAD-YAP inh and MITF primary, for some of the entries so far:
| structure | FBW7 activator | TEAD-YAP inh | MITF primary |
| --- | --- | --- | --- |
| Cc1cc(N/N=C/c2ccc(C(=O)O)cc2)c2ccccc2n1 | -0.3 | -4 | 10 |
| CCNC(=O)c1sc2cc(C)ccc2c1Cl | -0.1 | -28 | 9 |
| COC(=O)c1ccccc1NC(=O)c1ccccc1C | 0.1 | 3 | 8 |
| CC(C)(C)CNc1ccc(-c2ccccc2C=O)cn1 | 0.3 | -56 | 4 |

The listing continues.
SMILES	GPR151 activ	MITF primary	FBW7 activator	TEAD-YAP inh
C=CCSc1nnc2c(n1)OC(c1ccc(OC)c(OC)c1OC)N(C(C)=O)c1ccccc1-2 (configuration not stated)	0.1	0	0.4	-2
Cc1cc(C)c(C(=O)Nc2ccccc2C(N)=O)c(C)c1	0.1	7	-0.4	-13
O=[N+]([O-])c1ccccc1/C=N/NS(=O)(=O)c1ccc(Cl)cc1	14*	21	0.1	-4
COc1ccc(-c2ccc3cnc(Nc4ccc(-n5cnc(N6CCOCC6)n5)cc4)nc3c2)cn1	1.7	14	-0.3	4
COc1cccc(NC(=O)C2CC(=O)N(C)C(=Nc3cccc(F)c3)S2)c1 (configuration not stated)	-1.2	-4	-0.1	4
O=C(NC(=S)Nc1ccc2nc[nH]c2c1)c1ccccc1	-3.5	13	0.0	-57
O=C(Nc1ccc2cn[nH]c2c1)c1ncoc1-c1ccc(F)cc1	-0.5	-17	0.1	-12
COC(=O)c1ccc(OC(=O)Nc2cc(F)c(F)cc2Cl)cc1	-0.3	9	0.2	1
CC1(C(=O)NNC(=S)NCC2CCCO2)CC1(Cl)Cl (configuration not stated)	-1.0	14	0.0	-5
O=C1NC(=O)C(Cc2ccccc2F)(C2CCN(Cc3ccc4nsnc4c3)CC2)N1 (configuration not stated)	-1.3	13	0.0	8
O=C(CSc1ccc2nnc(-c3ccccc3)n2n1)Nc1cccc(F)c1	0.0	12	0.0	-8
CC(=O)c1ccc(NC(=O)c2cc(S(=O)(=O)N3CCc4ccccc43)cn2C)cc1	0.3	2	0.1	0
NC(=O)CSc1ccc(-c2ccc(Br)cc2)nn1	-0.1	9	1.0	-22
Cc1cccc(C(C2=C(O)CC(C)(C)CC2=O)C2C(=O)CC(C)(C)CC2=O)c1 (configuration not stated)	0.5	9	0.1	-4
CC1=CC(=O)C(C(C)C)=C/C1=N\S(=O)(=O)c1cccc([N+](=O)[O-])c1	1.6	-8	-0.1	0
COc1ccc(C(F)(F)F)cc1NC(=O)C1CCN(c2ccc(C(F)(F)F)cc2[N+](=O)[O-])CC1	0.6	-3	0.0	-6
COc1cc(C2C3=C(CCCC3=O)NC3=C2C(=O)CCC3)ccc1O	-1.9	-2	-0.1	4
N#Cc1c(-c2ccccc2)cc(-c2ccccc2)nc1SCC(N)=O	-0.5	0	1.3	-4
CC(C)C(=O)NC(=O)COC(=O)/C=C/c1cccc(F)c1	0.1	-1	0.0	7
O=c1c2ccccc2[nH]c(=S)n1-c1ccc(OCc2ccccc2)cc1	-0.3	8	-0.1	-11
COc1cccc(NC(=O)c2sc3nc(N)c(C#N)cc3c2N)c1	0.4	-6	-0.1	-52
